Screening results: PubChem, National Center for Advancing Translational Sciences (NCATS)
KDM5B inh – Primary screen for KDM5B Histone Demethylases FDH-coupled qHTS | Lysine-specific demethylase 5B (Homo sapiens), Q9UGL1 | KDM5B demethylase, FDH-coupled NADH fluorescence (FDH is formaldehyde dehydrogenase) | Potency, µM (highest dose often 57.7 µM), without a hit: top-dose activity change, negative = inhibition, actives largely listed as inhibitors | 220,000 tested, 2.6% active; active means well fitted inhibition curve with a large enough effect; inconclusive means small, poorly fitted or top-dose-only effect; inactive means no such curve, though single readings can be large or run the other way; further: 0% is about no effect; nearly all actives have a fitted effect of over 70% in size
Target sequence (Q9UGL1 whole entry, looked up): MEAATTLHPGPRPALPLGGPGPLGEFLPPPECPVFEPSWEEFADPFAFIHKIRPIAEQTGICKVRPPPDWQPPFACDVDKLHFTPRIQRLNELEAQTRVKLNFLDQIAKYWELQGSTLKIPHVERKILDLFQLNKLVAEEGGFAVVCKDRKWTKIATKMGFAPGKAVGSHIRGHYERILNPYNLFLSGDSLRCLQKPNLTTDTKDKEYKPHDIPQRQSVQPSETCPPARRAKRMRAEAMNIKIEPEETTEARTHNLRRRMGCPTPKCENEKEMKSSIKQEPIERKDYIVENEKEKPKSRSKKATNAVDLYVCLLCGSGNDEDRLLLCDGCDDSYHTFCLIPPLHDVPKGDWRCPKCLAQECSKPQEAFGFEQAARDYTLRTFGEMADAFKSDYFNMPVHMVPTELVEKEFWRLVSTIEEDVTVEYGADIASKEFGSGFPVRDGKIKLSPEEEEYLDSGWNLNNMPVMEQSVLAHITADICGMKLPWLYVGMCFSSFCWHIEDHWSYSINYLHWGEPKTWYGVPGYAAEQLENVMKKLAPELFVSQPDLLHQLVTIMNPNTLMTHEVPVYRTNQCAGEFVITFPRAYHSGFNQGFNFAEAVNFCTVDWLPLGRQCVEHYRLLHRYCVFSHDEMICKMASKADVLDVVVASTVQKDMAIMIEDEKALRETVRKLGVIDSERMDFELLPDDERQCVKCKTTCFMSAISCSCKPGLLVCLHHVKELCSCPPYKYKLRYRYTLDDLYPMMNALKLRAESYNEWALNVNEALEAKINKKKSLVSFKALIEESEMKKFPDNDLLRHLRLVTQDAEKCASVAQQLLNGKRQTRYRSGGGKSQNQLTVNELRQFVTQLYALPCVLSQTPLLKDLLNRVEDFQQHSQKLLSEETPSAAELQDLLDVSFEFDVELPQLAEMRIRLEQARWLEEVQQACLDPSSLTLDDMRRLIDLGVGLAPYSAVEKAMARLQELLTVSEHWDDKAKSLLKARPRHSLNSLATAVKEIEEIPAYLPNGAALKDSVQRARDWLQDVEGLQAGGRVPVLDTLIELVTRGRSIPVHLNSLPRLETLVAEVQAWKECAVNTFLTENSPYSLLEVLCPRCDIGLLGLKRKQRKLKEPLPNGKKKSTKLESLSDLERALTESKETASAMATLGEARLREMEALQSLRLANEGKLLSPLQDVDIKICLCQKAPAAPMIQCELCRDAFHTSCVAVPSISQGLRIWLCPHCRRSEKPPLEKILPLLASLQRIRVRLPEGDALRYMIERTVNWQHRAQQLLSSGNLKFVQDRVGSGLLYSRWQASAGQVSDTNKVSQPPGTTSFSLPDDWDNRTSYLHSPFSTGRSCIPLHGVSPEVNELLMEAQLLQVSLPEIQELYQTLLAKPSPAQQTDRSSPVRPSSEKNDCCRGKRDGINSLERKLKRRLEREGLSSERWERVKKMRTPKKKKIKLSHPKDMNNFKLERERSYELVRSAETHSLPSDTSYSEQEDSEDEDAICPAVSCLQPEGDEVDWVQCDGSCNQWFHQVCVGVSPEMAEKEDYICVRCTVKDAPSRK
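Coupled FDH/NAD⁺ fluorescence readout. KDM5BΔAP 200 nM final; compound titration, 10 min RT preincubation; substrate mix 12.5 µM H3K4me3, 25 µM 2-OG, 50 µM Fe(II), 100 µM ascorbate, 0.25 mM NAD⁺, 0.25 U/mL FDH; ΔRFU over 30 min.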
Active calls of the source: *; & = joins results of further samples; ! = repeats disagree; [ ] = dose if it differs, or a comment. Potency means the concentration at half of the fitted maximal effect. A portion of the library (hit frequency here may not be typical).

For O=C(NC(C1CC1)C1CC1)c1ccccc1Cl the results were KDM5B inh -11%.
`COc1cc(-c2nc(Cn3nnc(C(=O)Nc4ccc(C)cc4C)c3C)c(C)o2)cc(OC)c1OC` gave KDM5B inh 2%.
CNC(=S)N/N=C/c1cccc([N+](=O)[O-])c1 was read as KDM5B inh 21%.
For Cn1c(O)c(C2=Nc3ccccc3SC(c3ccc(O)cc3)C2)c(=O)[nH]c1=O (stereo not drawn) the results were KDM5B inh 8%.
`CCCCOc1ccc(/C=C(/C#N)c2ccccn2)cc1` gave KDM5B inh -7%.
Screening CN(CC(=O)NC(N)=O)C1CCCCCC1 returned KDM5B inh 9%.
`O=C(CSC(=S)N1CCOCC1)c1cc(Br)cc(Br)c1O` gave KDM5B inh 11%.
COc1ccccc1NC(=O)c1cc2c(s1)CN(C(C)C)C2 was read as KDM5B inh -29%.
For Cc1ccc2c(c1)C1(C(=O)N2)C(C#N)=C(N)N(c2ccc(C(F)(F)F)cc2)C2=C1C(=O)CCC2 (stereo not drawn) the results were KDM5B inh -5%.
Screening Cc1onc(C(=O)NCC2Cn3cccc3CN2C)c1CN1CCCCC1 (stereo not drawn) returned KDM5B inh inconclusive.
Screening COc1ccc(S(=O)(=O)Nc2nc3ccccc3nc2Nc2cccc(F)c2)cc1 returned KDM5B inh -21%.
`CC(NC(=O)c1ccc(NC(=O)c2nsc3ccccc23)cc1)c1ccccc1` (stereo not drawn) gave KDM5B inh 7%.
`COC(=O)CNC(=O)c1cc(C(C)(C)C)c2cccn2n1` gave KDM5B inh -11%[149 µM].
Screening O=C(CSc1nccn1C1CCCC1)Nc1ccc(C(F)(F)F)cc1 returned KDM5B inh -9%.
Screening O=S(=O)(NC1CCc2nnc(C3CC3)n2CC1)c1ccc2c(c1)OCCO2 (stereo not drawn) returned KDM5B inh 18%.
For CN(C)C(=O)C1CN(C(=O)CCc2ncc(-c3ccccc3Cl)o2)c2ccccc2O1 (stereo not drawn) the results were KDM5B inh -6%.
Screening CC(NC(=O)CCC(=O)NCCc1ccc(Cl)cc1)C12CC3CC(CC(C3)C1)C2 (stereo not drawn) returned KDM5B inh 20%.
CCCCNC(=O)CSc1nc2cc3c(cc2c(=O)n1CCCC(=O)NCc1ccc2c(c1)OCO2)OCO3 was read as KDM5B inh -8%.
Screening Cc1ccc2c(c1)nc1n2[C@@H](CNCc2ccccc2)COC1 returned KDM5B inh -25%[86.2 µM].
For COc1cc(/C=C/c2nc(C#N)c(NCc3ccco3)o2)cc(OC)c1OC the results were KDM5B inh inactive.
Screening CN(CC1CCOCC1)S(=O)(=O)Cc1cccc(Cl)c1 returned KDM5B inh 9%.
Screening O=C(NCCC1=CCCCC1)C1CCN(C(=O)N2CCOc3ccccc32)CC1 returned KDM5B inh -7%.
`O=C(NCCN1CCCCC1)c1cccnc1N1CC2CC(C1)[C@H]1CCCC(=O)N1C2` (stereo partly drawn) gave KDM5B inh 28µM*.
`O=C(CSc1nccn1Cc1ccc2c(c1)OCO2)NCc1ccc2c(c1)OCO2` gave KDM5B inh -6%.
`COc1ccc(-c2nc3ccc(C)cc3c(=O)o2)cc1OC` gave KDM5B inh 17%.
CC(C)Oc1ccc(CNC(=O)CCCN2C(=O)CCn3nc(-c4cccn4C)cc32)cc1 was read as KDM5B inh inconclusive.
CC(=O)NC1(C)CCN(Cc2ccccc2-c2ccccc2Oc2ccccc2)C1 (stereo not drawn) was read as KDM5B inh inconclusive.
O=C(O)C1CCN(S(=O)(=O)Cc2ccccc2)CC1 was read as KDM5B inh 26%.
`Cc1ccc2[nH]cc(CCNC(=O)/C=C/c3cccc(F)c3)c2c1` gave KDM5B inh -19%.
Cc1ccc2nc(CSc3nnc(NC(=O)c4ccc(C(C)(C)C)cc4)s3)cc(=O)n2c1 was read as KDM5B inh 0%.
For O=C1NC(c2cc(Cl)cc([N+](=O)[O-])c2O)Nc2ccccc21 (stereo not drawn) the results were KDM5B inh -15%.
Screening CCCNC(=O)CCN(CCCOC)C(=O)c1cc(C)oc1C returned KDM5B inh inconclusive.
COC(=O)c1cn(C(=O)c2cccc(Br)c2)c2ccccc12 was read as KDM5B inh inconclusive.
`CC1(C)CN(C(=O)c2coc(COc3ccc4c(c3)OCO4)n2)CCO1` gave KDM5B inh 13%.
For CCOc1ccc(C2=Nn3c(nnc3-c3cccc(C)c3)SC2)cc1 the results were KDM5B inh 3%.
`CN(C(=O)c1ccc2oc(Cc3ccc(Cl)cc3)nc2c1)[C@H]1COC[C@@H]1O` gave KDM5B inh 20%.
For COc1ccc(C(C)(C)C)cc1NC(=O)c1cccc(S(=O)(=O)N2CCN(C(C)=O)CC2)c1 the results were KDM5B inh 18%.
`COc1ccc(NC(=O)Cn2ccc3ccc(Cl)cc32)c(OC)c1` gave KDM5B inh 10%.
`CC1(COc2ccccc2)COc2ccc(C(=O)NCCOc3ccccc3)cc2N1` (stereo not drawn) gave KDM5B inh 40µM*.
CSc1cccc(NC(=O)c2cccc(N3CCCS3(=O)=O)c2)c1 was read as KDM5B inh -6%.
For COc1ccc(C(=O)N2CCCCCNC(=O)[C@@H]3CCC[C@@H]32)c(OC)c1 the results were KDM5B inh -23%.
`CCn1nc(C)c(CCNC(=O)[C@H]2CNC[C@H](C(=O)N3CCCC3)C2)c1C` gave KDM5B inh 52%[activator].
Cc1cccc(N2/C(=N/c3nc(C)cc(C)n3)NC(=O)CC2C(=O)O)c1 (stereo not drawn) was read as KDM5B inh -11%.
`Cn1nc(N2CCC(NC(=O)c3ccncn3)CC2)ccc1=O` gave KDM5B inh inconclusive.
`Cc1ccccc1Nc1cc(C(=O)NCCCN2CCN(c3cccc(Cl)c3)CC2)c2ccccc2n1` gave KDM5B inh inconclusive.

An excerpt from above in order of SMILES length, lowest first:
Screening CCCNC(=O)CCN(CCCOC)C(=O)c1cc(C)oc1C returned KDM5B inh inconclusive.
`Cn1nc(N2CCC(NC(=O)c3ccncn3)CC2)ccc1=O` gave KDM5B inh inconclusive.
COC(=O)c1cn(C(=O)c2cccc(Br)c2)c2ccccc12 was read as KDM5B inh inconclusive.
CSc1cccc(NC(=O)c2cccc(N3CCCS3(=O)=O)c2)c1 was read as KDM5B inh -6%.
`CC1(C)CN(C(=O)c2coc(COc3ccc4c(c3)OCO4)n2)CCO1` gave KDM5B inh 13%.
`CC1(COc2ccccc2)COc2ccc(C(=O)NCCOc3ccccc3)cc2N1` (stereo not drawn) gave KDM5B inh 40µM*.
Cc1cccc(N2/C(=N/c3nc(C)cc(C)n3)NC(=O)CC2C(=O)O)c1 (stereo not drawn) was read as KDM5B inh -11%.
For COc1ccc(C(=O)N2CCCCCNC(=O)[C@@H]3CCC[C@@H]32)c(OC)c1 the results were KDM5B inh -23%.
`CCn1nc(C)c(CCNC(=O)[C@H]2CNC[C@H](C(=O)N3CCCC3)C2)c1C` gave KDM5B inh 52%[activator].
`CN(C(=O)c1ccc2oc(Cc3ccc(Cl)cc3)nc2c1)[C@H]1COC[C@@H]1O` gave KDM5B inh 20%.
Cc1ccc2nc(CSc3nnc(NC(=O)c4ccc(C(C)(C)C)cc4)s3)cc(=O)n2c1 was read as KDM5B inh 0%.
`Cc1ccccc1Nc1cc(C(=O)NCCCN2CCN(c3cccc(Cl)c3)CC2)c2ccccc2n1` gave KDM5B inh inconclusive.
For COc1ccc(C(C)(C)C)cc1NC(=O)c1cccc(S(=O)(=O)N2CCN(C(C)=O)CC2)c1 the results were KDM5B inh 18%.

The listing continues:
`COCc1cc(=O)[nH]c(SC)n1` gave KDM5B inh 38%.
`CCN(CC)c1ccc(NC(=O)Cn2nc(C)n3cccc3c2=O)c(C)c1` gave KDM5B inh inconclusive.
For CCOC(=O)c1noc2nc(C)n(CC(=O)Nc3cc(Cl)c(OC)cc3OC)c(=O)c12 the results were KDM5B inh 10%.
O=C(O)CCC(=O)NCCCN1CCOCC1 was read as KDM5B inh -10%.
For O=C(Cc1ccc(Cl)cc1)NC1CCN(c2ccccc2)C1=O (stereo not drawn) the results were KDM5B inh -1%.
Cn1c(SCc2csc(-c3ccc4c(c3)OCO4)n2)nnc1C1CCCCC1 was read as KDM5B inh inconclusive.
`CCOc1ccccc1C(=O)NC1CCCN(c2cc(-c3ccc(OC)cc3)[nH]n2)C1` (stereo not drawn) gave KDM5B inh inconclusive.
Screening CC1=C[C@@H](CNS(C)(=O)=O)[C@H](C(C)C)C[C@H]1Cc1nnc(-c2cncn2C)o1 returned KDM5B inh inconclusive.
Screening Cc1ccc(-c2cnc(CCC(=O)NCC(CC(C)C)N3CCOCC3)o2)cc1C (stereo not drawn) returned KDM5B inh inconclusive.
For COc1ccc(/C=C(/C#N)c2nc(-c3cc4ccccc4oc3=O)cs2)cc1 the results were KDM5B inh 9%.
Cc1cc(Nc2ccccc2C)c2cccc(C)c2n1 was read as KDM5B inh -8%&-6%.
O=c1c2nc(OCc3ccc(C(F)(F)F)cc3)ccc2ncn1C1CC1 was read as KDM5B inh -9%[86.2 µM].
`CC(C)CNc1ccc2c(n1)C(C)(C(=O)NCCc1cnc[nH]1)CN(Cc1ccccc1)C2` (stereo not drawn) gave KDM5B inh inconclusive.
Screening CC(C)c1nncn1C1CCN(S(=O)(=O)c2cc(F)ccc2F)CC1 returned KDM5B inh 6%.
For O=c1c2nc(-c3ccc4c(c3)OCO4)ccc2ncn1-c1ccc(F)cc1F the results were KDM5B inh inconclusive.

Quoted at random: 2 records from the list.
For O=C(Cc1ccc(Cl)cc1)NC1CCN(c2ccccc2)C1=O (stereo not drawn) the results were KDM5B inh -1%.
Screening CC(C)c1nncn1C1CCN(S(=O)(=O)c2cc(F)ccc2F)CC1 returned KDM5B inh 6%.

(cont.)
For COc1cccc(-c2ccc(CN3CCCC(c4nc5ccc(C)cc5c(=O)[nH]4)C3)cc2)c1 (stereo not drawn) the results were KDM5B inh 35µM*!.
O=C(c1cc(=O)[nH]c2ccccc12)N1CCC(Cc2ccccc2)CC1 was read as KDM5B inh inconclusive.
`COc1nc(N)c(C#N)c(-c2ccc(N(C)CCC#N)cc2)c1C#N` gave KDM5B inh inconclusive.
CCc1ccccc1NC(c1nnc(-c2cccc(F)c2)o1)c1ccc(F)cc1Cl (stereo not drawn) was read as KDM5B inh 16%.
O=C(NC1CCCCCC1)c1cc2c(s1)-c1ccsc1CC2 was read as KDM5B inh inconclusive.
Screening O=C(c1ccccn1)C1CCCN(Cc2nc(Cc3cccc(F)c3)no2)C1 (stereo not drawn) returned KDM5B inh -4%.
O=C(/C=C/c1ccccc1)Nc1ccc(OCCc2ccccc2)cc1 was read as KDM5B inh 0%.
Screening Cc1cccc(OCC(O)Cn2nnc(-c3cccnc3)n2)c1 (stereo not drawn) returned KDM5B inh 23%.
COc1ccccc1N1CCN(S(=O)(=O)CCNC(=O)C2CC(=O)N(c3ccccc3)C2)CC1 (stereo not drawn) was read as KDM5B inh 22%&-7%.
Screening CCc1ccccc1NC(=O)Cn1c(=O)n(Cc2ccc(OC)cc2)c(=O)c2oc3ccccc3c21 returned KDM5B inh -19%.
For Cc1cnc(C(=O)NC2C[C@H]3CC[C@@H](C2)N3C(=O)c2ccccc2)cn1 (stereo partly drawn) the results were KDM5B inh -5%.
`CCn1nccc1C(=O)N1CCC2(CC1)C(OC)CN2c1cccc(F)c1` (stereo not drawn) gave KDM5B inh -10%.
Screening Cc1c(CC(=O)NC(C)C)c2c(n1Cc1ccccc1F)CCCC2=O returned KDM5B inh inconclusive.
`COc1cncc(Nc2ncc(-c3cccc(F)c3)c3c2OCC3)c1` gave KDM5B inh 32µM*.
For Cc1ccccc1CSc1nc2c([nH]c3ccccc32)c(=O)n1-c1ccccc1 the results were KDM5B inh inconclusive.
For CC(=O)Nc1cc(C)c(I)cc1C the results were KDM5B inh 11%.
For COc1ccc(-c2nc3c(c(SCC(=O)N(C)c4ccccc4)n2)Cc2cc(C)ccc2O3)cc1 the results were KDM5B inh 12%.
COC(=O)C1=CN(Cc2cccs2)C=C(C(=O)OC)C1c1ccc(C(F)(F)F)cc1 was read as KDM5B inh 182%[activator].
Screening CCN(CC)S(=O)(=O)c1ccc(-c2nc(C#N)c(N3CCCCCC3)o2)cc1 returned KDM5B inh inactive.
COc1ccc(-c2c(-c3ccc(OCCN4CCOCC4)cc3O)n[nH]c2C)cc1 was read as KDM5B inh -2%.
`CNC(=O)[C@H]1C[C@H](Oc2ccccc2)CN1S(=O)(=O)c1ccc(F)cc1` gave KDM5B inh 27%.
Screening Nc1c(-c2nc(-c3ccccc3)no2)nnn1CC(=O)Nc1cccc(F)c1 returned KDM5B inh -26%.
`Cc1cccc(OCC2CCCN(C(=O)c3ccc4nc(C)cn4c3)C2)c1` (stereo not drawn) gave KDM5B inh inconclusive.
For COc1ccc(N2CCN(C(=O)C(CC(C)C)NS(=O)(=O)c3ccc4nc(C)sc4c3)CC2)cc1 (stereo not drawn) the results were KDM5B inh -22%.
COc1ccc(-c2nc3c4ccccc4ccn3c2CN2CCOCC2)cc1OC was read as KDM5B inh inconclusive.
Screening CC(OC(=O)c1cnc(Cl)c(Cl)c1)C(=O)NC(C)(C#N)C(C)C (stereo not drawn) returned KDM5B inh 17%.
Screening Cc1ccc2oc(C(=O)N3CCN(CC(=O)N4CCCCCC4)CC3)cc(=O)c2c1 returned KDM5B inh 3%.
For CCN(CC)c1ccc(Nc2nc(-c3c(C)nc4sccn34)cs2)cc1 the results were KDM5B inh -26%.
For Cc1nc(CCNc2nccc(-c3cccnc3)n2)nc2c1CCCC2 the results were KDM5B inh 28µM*.
CC(Sc1n[nH]c(-c2cccs2)n1)C(=O)Nc1ccc(F)cc1F (stereo not drawn) was read as KDM5B inh 25%.
For Cc1cn2nc(C(=O)NCc3ccc(Cl)cc3)cc2c(N(C)Cc2ccccc2)n1 the results were KDM5B inh 14µM*.
For Cc1ccc(C)c(S(=O)(=O)N2CCN(C3CCN(Cc4cccnc4)C3=O)CC2)c1 (stereo not drawn) the results were KDM5B inh -8%.
For CNC(=O)c1ccc2c(c1)N(Cc1cc(C)ccc1C)C(=O)c1ccccc1S2 the results were KDM5B inh -18%.
